# TDP1 inh – blocks human tyrosyl-DNA phosphodiesterase 1 | Q9NUW8 | 0.28% of 350,000 active | Potency, µM (highest dose often 130 µM), for inactives: at the top dose activity change, negative = inhibition, usual class: inhibitors | recombinant TDP1, AlphaScreen DNA substrate cleavage; also: nearly all actives have a fitted effect of over 40% in size
# Target sequence (Q9NUW8 whole entry, looked up): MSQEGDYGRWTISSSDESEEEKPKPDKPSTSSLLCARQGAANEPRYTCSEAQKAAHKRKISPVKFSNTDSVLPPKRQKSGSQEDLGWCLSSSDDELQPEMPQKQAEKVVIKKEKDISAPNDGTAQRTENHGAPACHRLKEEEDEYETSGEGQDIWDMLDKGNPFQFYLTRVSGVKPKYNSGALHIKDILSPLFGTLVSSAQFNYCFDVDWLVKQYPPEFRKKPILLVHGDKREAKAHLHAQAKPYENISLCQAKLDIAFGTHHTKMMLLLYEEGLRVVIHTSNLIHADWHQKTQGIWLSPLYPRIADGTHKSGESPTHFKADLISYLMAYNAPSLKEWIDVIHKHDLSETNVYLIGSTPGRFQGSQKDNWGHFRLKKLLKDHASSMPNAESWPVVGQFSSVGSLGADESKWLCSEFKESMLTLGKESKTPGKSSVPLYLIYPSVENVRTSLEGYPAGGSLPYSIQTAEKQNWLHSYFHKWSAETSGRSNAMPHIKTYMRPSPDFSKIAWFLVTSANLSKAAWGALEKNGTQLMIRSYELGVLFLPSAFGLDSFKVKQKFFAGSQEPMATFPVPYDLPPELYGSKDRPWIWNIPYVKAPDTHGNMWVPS
#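 Enzyme-compound mixtures sat 15 min at room temperature, followed by a 5 min reaction with 15 nM final substrate and 10 min with AlphaScreen beads. Recombinant human Tdp1 was used at 1 nM final.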
# DT40 TDP1 no CPT – qHTS for Inhibitors of human tyrosyl-DNA phosphodiesterase 1 (TDP1): qHTS in cells in absence of CPT; DT40 Tdp1-/- hTDP1 cells, no CPT, ATP luminescence, 48 h; Potency, µM (highest dose often 46.2 µM), for the others: at the highest dose activity change, negative = growth inhibition, actives largely listed as inhibitors; 15% of 420,000 active; AID 686978, 2013; also: nearly all actives have a fitted effect of over 55% in size
#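 No-CPT arm: Tdp1-/-;hTDP1 DT40 cells (400/well) plus compounds, incubated ≥48 hr at 37 °C. Readout CellTiter-Glo luminescence.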
# DT40 TDP1 CPT – growth inhibition of DT40 Tdp1-/-;hTDP1 cells with camptothecin (screen for TDP1 inhibitors) | AID 686979 | Potency, µM (doses to about 46.2 µM), for the others: at the top dose activity change, negative = growth inhibition, most hits filed as inhibitors | 12% of 420,000 active | chicken DT40 Tdp1-/-;hTDP1 cells + 20 nM CPT, ATP luminescence, 48 h; also: nearly all actives have a fitted effect of over 55% in size
#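 Chicken DT40 Tdp1-/- cells stably complemented with human TDP1 were seeded at 400 cells/well in medium containing 20 nM camptothecin, exposed to pin-transferred compounds, and grown at 37 °C for at least 48 hr. Viability was read as ATP luminescence.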
# * hit, by the source's call; u = inconclusive; x = not tested or not shown; & = joins results of further samples. Calls follow the shape of the dose curve; as a rule, active = well fitted curve in the direction sought with a large enough effect; inconclusive = small, poorly fitted or top-dose-only effect, or another doubt; inactive = no such curve, though single readings can be large; an effect the other way counts as inactive or inconclusive. % is scaled to controls: 0 for no effect and ±100 for the full control effect; potency is read from the fitted curve at half-maximal effect. Compounds as they come; overall some 18% were active at least once.
SMILES,TDP1 inh,DT40 TDP1 no CPT,DT40 TDP1 CPT
CCCCOC(=O)C[N+](C)(C)CCOC1CC2CCC1(C)C2(C)C (stereo not given),2.8%,1.84µM*,2.06µM*
O=C(Nc1ccc(Cl)cn1)c1cccc(S(=O)(=O)N2CCCC2)c1,x,-26.0%,10.0%
COc1ccc(C2CC3CC(c4ccccc4)N2O3)cc1 (stereo not given),2.1%,-28.3%,-2.6%
Cc1ccc(CNC(=O)C2CCN(c3nc4ccc(C)cc4[nH]3)CC2)cc1,5.4%,u,u
Cc1cccc(N2CC(C(=O)Nc3nnc(SCCC4OCCO4)s3)CC2=O)c1 (stereo not given),3.1%,2.7%,-7.1%
COc1ccccc1N1CCN(C(=S)Nc2ccc3nc(N4CCOCC4)cc(C)c3c2)CC1,6.9%,u,u
COc1ccccc1CCNC(=O)C1(c2cccs2)CCOCC1,7.8%,u,u
N#Cc1c2ccccc2nc2ccccc12,2.9%,-6.4%,5.6%
CCCCCCCCN1C(=O)[C@H](CC(=O)N2CCN(C(=O)c3ccco3)CC2)C[C@@]2(C(=O)OCC)CCCC=C12,x,u,u
COc1cc(C(=O)Nc2ccccc2N2CCOCC2)ccc1OCC(=O)N1CCOCC1,x,-18.1%,-21.1%
COc1cc(/C=N/NC(=O)c2ccc3nc[nH]c3c2)cc(OC)c1OC,2.5%,-2.3%,2.7%
COc1ccc(OC)c(Nc2nc(-c3ccc(C)cc3)nc3ccccc23)c1,9.3%,-28.2%,u
Cc1cc(OCC(=O)N(C)C2CCCCC2)ccc1Cl,2.4%,-20.9%,-1.5%
CC(CCc1ccccc1)NC(=O)CC(C)c1ccccc1 (stereo not given),-17.3%,u,-13.8%
CCOC(=O)NCN1C(=O)C2C3C=CC(C3)C2C1=O (stereo not given),1.0%,-4.8%,3.0%
Cc1cccc2cc(CN(Cc3ccccc3)C(=O)c3cccc(F)c3)c(Cl)nc12,-3.4%,u,29.1µM*
CCOc1ccc(-n2ccnc2SCC(=O)Nc2nc3ccc(C)cc3s2)cc1,-1.1%,-23.4%,-1.4%
Clc1ccc(-c2nnc(CSc3nnc(-c4cccs4)n3Cc3ccccc3)o2)cc1,0.0%,2.91µM*,6.51µM*
c1ccc(-c2ccc(SCc3cccnc3)nn2)nc1,2.6%,u,u
CCN(CC)c1ccc(/C=C/c2c(C)cnc3ccccc23)cc1,x,11.2µM*,u
CCc1ccc(C(=O)NNC(=O)c2ccc(OCC(=O)N3CCOCC3)c(OC)c2)cc1,1.5%,14.1%,2.8%
Cc1nc(N2CCOCC2)c2oc3ccccc3c2n1,3.8%,18.4µM*,u
O=C(Nc1cccc(OCc2cc(=O)n3c4c(sc3n2)CCCC4)c1)c1ccc(F)cc1,9.0%,u,-18.8%
CNc1cc(-c2ccc(OC)nc2)ncn1,x,-20.6%,-27.6%
Cc1cc(C(=O)CCC(=O)Nc2cccc(F)c2)c(C)s1,x,u,u
COC(=O)[C@@H]1CCCN1C(=O)c1c(OC)cc(=O)n2c1CCN(Cc1ccc3c(c1)OCCO3)CC2,x,-1.4%,-5.5%
C/C(=N\Nc1ncc(Cl)cc1Cl)c1ccc(N2CCOCC2)cc1,7.7%,u,u
CCOc1ccc(NC(=S)NCCCN2CCOCC2)cc1,1.2%,-10.6%,8.1%
Cc1oc(-c2ccc(C(=O)NCc3ccccc3F)cc2)nc1COc1ccccc1,2.8%,u,u
Cn1c(=O)c2cc(S(=O)(=O)NCCC(=O)NCCc3ccc(Cl)cc3)ccc2n(C)c1=O,2.9%,-21.3%,-24.7%
Cc1ccc(CN2CCC(N3CC(C)OC(C)C3)CC2)cc1 (stereo not given),x,9.0%,3.6%
COc1ccccc1CNC(=O)COC(=O)Cc1ccc(Cl)cc1,3.2%,21.0%,7.3%
COc1ccc2oc(C(=O)OCC(=O)N(C)CC(=O)Nc3ccc(F)cc3)c(C)c2c1,x,-27.0%,-20.8%
N#Cc1ccc(CSc2ncnc3c2cnn3Cc2ccccc2)cc1,-4.2%,u,-22.3%
CC(=O)c1cccc(NC(=O)CC2S/C(=N/N=C3CCCCCC3)NC2=O)c1 (stereo not given),0.4%,u,-15.4%
Cc1cnc(CNC(=O)c2ccc3nc([C@@H]4O[C@H](CO)[C@H](O)[C@H](O)[C@H]4O)[nH]c3c2)cn1,x,0.6%,1.3%
O=C1CC(Nc2ccc(N3CCOCC3)cc2)C(=O)N1C1CCCCC1 (stereo not given),9.7%,-13.4%,-23.8%
O=C(NC(=S)Nc1cccnc1)c1cccc(Cl)c1,x,0.9%,-4.6%
CSC(=NC#N)N1CCN(c2c(C)cccc2C)CC1,5.4%,u,u
Cc1cc(C)n(CCc2nc(-c3ccc(C(C)(C)C)cc3)cs2)n1,-2.7%,11.6µM*,23.1µM*
O=C(c1ccc([N+](=O)[O-])cc1)N1CCSC1c1cccc(Cl)c1 (stereo not given),4.9%,-29.7%,-10.6%
CSc1nc(Cl)cc(N(CCO)CCO)n1,2.9%,-13.7%,-26.0%
CCC1=C(OC(=O)N(CC)CC)N2C(=O)OC(=NCCc3c[nH]c4ccccc34)[C@]2(Cc2ccccc2)[C@H]2C1=CC[C@H]1C(=O)N(CC(=O)OC)C(=O)[C@H]12,12.3%&2.4%,u,u
Cn1c(=O)cc(OCCCC(=O)NCCCN2CCN(Cc3ccccc3)CC2)c2ccccc21,1.0%,-28.4%,-0.3%
CCn1c(CSCc2ccc(Cl)cc2)n[nH]c1=S,5.0%,8.2µM*,u
COC(=O)c1ccccc1NC(=O)CSc1nnc(-c2cccc(NC(C)=O)c2)n1C,4.2%,0.0%,-8.8%
O=C(c1c(F)cccc1F)N1CCC(O)(c2ccc(F)cc2)CC1,x,-2.2%,0.2%
CCCCn1c(N)c(N(CC)C(=O)c2cccc(C)c2)c(=O)[nH]c1=O,10.4%,-4.8%,8.7%
CCn1c(SCC(=O)c2ccccc2)nnc1-c1cccc(Cl)c1,-8.4%,u,u
Cc1cc(NC(=O)CCS(=O)(=O)c2nc(-c3ccccc3)cc(C(F)(F)F)n2)no1,4.2%,1.84µM*,1.64µM*
Cc1cccc(NC(=O)c2sc(Cl)nc2-c2ccccc2)c1,4.9%,18.4µM*,u
COc1cc(/C=C/C(=O)C2C(=O)C=C(C)OC2=O)cc(OC)c1O (stereo not given),4.4%,u,u
Cc1nc([N+](=O)[O-])cn1Cc1cccc([N+](=O)[O-])c1,2.4%,u,-26.1%
CCn1nc(C)c2c(-c3ccccc3)cc(=O)n(C(C)C(=O)NCCc3ccc(Cl)cc3)c21 (stereo not given),-3.2%,u,u
O=C(Nc1ccc2oc(-c3cccnc3)nc2c1)c1cc2ccccc2o1,0.0%,-27.9%,u
Cc1ccc(C(=O)Nc2nc(=O)n(C(=O)c3ccccc3C)s2)cc1,1.5%,13µM*,11.6µM*
NC(=O)c1ccc(NC(=O)COC(=O)c2c3c(nc4ccccc24)/C(=C\c2cccs2)CCC3)cc1,0.0%,20.6µM*,u
O=C1N=c2ccccc2=C1c1sc(=S)n(CC2CCCO2)c1O (stereo not given),2.2%,-11.6%,-7.3%
Cc1nc(NC(=O)c2ccc(OCC(C)C)cc2)sc1Cc1ccc2c(c1)OCO2,2.7%,16.4µM*,u
O=C1CN(C(=O)c2ccc(F)c(S(=O)(=O)N3CCOCC3)c2)c2ccccc2N1,-1.2%,-2.4%,8.3%

# Next entries.
SMILES,TDP1 inh,DT40 TDP1 no CPT,DT40 TDP1 CPT
O=C(CSc1nc2c(sc3ccccc32)c(=O)n1CCCC(=O)NC1CCCC1)Nc1ccc(F)cc1,3.5%,-3.8%,-19.2%
Cc1ccc(NC(=O)C2CCCN(S(=O)(=O)c3ccc(-n4cnnn4)cc3)C2)cc1 (stereo not given),x,-0.7%,5.7%
CC(C)(C)c1ccc(-n2ncc3c2CCCC3NC(=O)CCC2=NNC(=O)CC2)cc1 (stereo not given),x,3.26µM*,9.2µM*
O=C(NCC(c1cccs1)N1CCOCC1)c1ccc([N+](=O)[O-])cc1 (stereo not given),5.5%,-16.3%,-6.6%
CSCCC(C(=O)OC1CCOC1=O)N1C(=O)c2ccccc2C1=O (stereo not given),0.0%,8.3%,-0.7%
O=S(=O)(c1ccc(Nc2ccc(-c3ccc4c(c3)OCCO4)nn2)cc1)N1CCCC1,6.0%,u,u
CC(=O)c1sc(-c2ccc(Cl)cc2)nc1C,5.1%,12.1%,-1.2%
CN(CCC#N)C(=O)COC(=O)/C=C/c1cccs1,2.3%,-0.9%,1.0%
Cc1[nH]c2ccc(Cl)cc2c(=O)c1CN1CCCC1,0.0%,-2.3%,4.2%
CC(CC1CC(C)(C)OC1=O)C(=O)Nc1ccc([N+](=O)[O-])cc1 (stereo not given),-0.6%,u,-29.2%
Cn1c(Cc2cccc3ccccc23)nnc1SCC(=O)N1CCN(c2ccccc2)CC1,3.1%,u,-22.5%
COCCNC(=O)c1cn(Cc2c(F)cccc2Cl)nn1,1.9%,1.3%,6.9%

# 3 entries from above, as labelled records:
CC(=O)c1sc(-c2ccc(Cl)cc2)nc1C
  TDP1 inh = 5.1%
  DT40 TDP1 no CPT = 12.1%
  DT40 TDP1 CPT = -1.2%

CSCCC(C(=O)OC1CCOC1=O)N1C(=O)c2ccccc2C1=O (stereo not given)
  TDP1 inh = 0.0%
  DT40 TDP1 no CPT = 8.3%
  DT40 TDP1 CPT = -0.7%

CC(CC1CC(C)(C)OC1=O)C(=O)Nc1ccc([N+](=O)[O-])cc1 (stereo not given)
  TDP1 inh = -0.6%
  DT40 TDP1 no CPT = u
  DT40 TDP1 CPT = -29.2%

# (cont.)
SMILES,TDP1 inh,DT40 TDP1 no CPT,DT40 TDP1 CPT
COc1ccc(C(=O)NC(Cc2ccc(OC(=O)c3ccc(OC)cc3)cc2)C(=O)O)cc1 (stereo not given),3.6%,2.2%,-1.2%
COc1ccc(-c2ccc3[nH]c4c(c3c2)CCN2C(=O)[C@@H]([C@H](C)O)[C@@H](N(C)C(=O)Nc3cc(Cl)cc(Cl)c3)C[C@@H]42)cc1,x,14.6µM*,23.1µM*
Cc1nnc(SCCCn2c(N3CCN(c4ccccc4)CC3)nc3c2c(=O)[nH]c(=O)n3C)s1,2.9%,u,u
Cc1ccc(C(C(=O)NCc2ccccc2)N(C(=O)c2ccccn2)c2ccccc2)o1 (stereo not given),x,u,-12.1%
Clc1ccc(-c2ccc(SCc3ccccn3)nn2)cc1,-2.0%,-17.9%,u
Cc1cc(-c2ccc(N=Nc3c(S(=O)(=O)O)cc4cc(S(=O)(=O)O)cc(N)c4c3O)c(C)c2)ccc1N=Nc1c(S(=O)(=O)O)cc2cc(S(=O)(=O)O)cc(N)c2c1O,x,9.44µM*,9.44µM*
CCOC(=O)C(NCCc1ccccc1)(NC(C)=O)C(F)(F)F (stereo not given),2.8%,2.9%,2.6%
CN(C)CC(O)c1ccc(C=Cc2ccc(Cl)cc2)cc1 (stereo not given),x,7.31µM*,7.31µM*
Cc1ccc(-c2csc3nc(CSc4nnc(-c5ccc(Cl)cc5)n4C)[nH]c(=O)c23)cc1,5.6%,u,-25.3%
Nc1nc(NCCc2ccc(O)cc2)nc2nc(-c3ccco3)nn12,13.4%&7.1%,11.6µM*,14.6µM*
COC(CNC(=O)C1CCCN(S(=O)(=O)c2c(C)noc2/C=C/c2cccs2)C1)OC (stereo not given),4.6%,-27.2%,u
CCc1nc(SCC(=O)c2ccccc2)c2ccccc2n1,8.3%,13µM*,u
CC1CN(Cc2nc3c(c(=O)[nH]c(=O)n3C)n2CCN2CCOCC2)CC(C)O1 (stereo not given),4.8%,-7.2%,1.2%
O=C(OCc1nnn(Cc2ccccc2)c1-c1c(COC(=O)c2ccccc2)nnn1Cc1ccccc1)c1ccccc1,0.0%,-26.9%,-17.8%
O=C(c1cc(-c2cccc(O)c2)on1)N1CCOCC1,-2.2%,-6.7%,-14.7%
Cc1ccc(C(=O)Nc2cccc(NC(=O)c3ccc(C)o3)n2)o1,x,-29.2%,-26.6%
COc1ccc(C)cc1NS(=O)(=O)c1ccc2[nH]c(=O)c(=O)[nH]c2c1,2.7%,9.5%,-10.8%
O=C1c2cccnc2C(=O)N1Cc1ccc(F)cc1S(=O)(=O)NCc1ccco1,0.7%,-1.3%,-8.1%
COc1cccc(CN(CC2CCCO2)S(=O)(=O)c2ccc(S(=O)(=O)NCC3CCCO3)cc2)c1OC (stereo not given),7.0%,u,u
O=C(Nc1ccc(Cl)c(S(=O)(=O)Nc2ccccc2Cl)c1)c1cccs1,2.7%,u,-12.6%
CCc1ccc(N2CC(C(=O)Nc3nccs3)CC2=O)cc1 (stereo not given),7.1%,u,-13.5%

# Molecules listed so far that contain a tert-butyl group (2):
SMILES,TDP1 inh,DT40 TDP1 no CPT,DT40 TDP1 CPT
Cc1cc(C)n(CCc2nc(-c3ccc(C(C)(C)C)cc3)cs2)n1,-2.7%,11.6µM*,23.1µM*
CC(C)(C)c1ccc(-n2ncc3c2CCCC3NC(=O)CCC2=NNC(=O)CC2)cc1 (stereo not given),x,3.26µM*,9.2µM*

# High-throughput results deposited in PubChem by National Center for Advancing Translational Sciences (NCATS).
